POLK inh: DNA polymerase kappa (human) inhibition | Q9UBT6 | purified Pol kappa, fluorescent DNA synthesis assay, 10 min | Potency, µM (series often up to 107 µM), for the others: at the highest dose activity, negative = inhibition, actives largely listed as inhibitors | 400,000 tested, 0.53% active | AID 588579; also: potency is read from the fitted curve at half-maximal effect; % is scaled to controls: 0 for no effect and ±100 for the full control effect
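Activity was followed as the change in fluorescence between reads at 0 and 10 min after starting the reaction with 50 nM substrate. Beforehand, 10 nM polymerase had been preincubated with compound for 15 min at room temperature.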
POLB inh: DNA polymerase beta (human) inhibition; P06746; Pol beta primer extension/strand displacement, fluorescence kinetic; Potency, µM (doses to about 114 µM), without a hit: at the highest dose activity change, negative = inhibition, most hits filed as inhibitors; 340,000 tested, 1.3% active; also: potency is read from the fitted curve at half-maximal effect; % is scaled to controls: 0 for no effect and ±100 for the full control effect
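Kinetic readout of DNA synthesis with strand displacement by Pol beta. Compound and 10 nM enzyme sit 15 min at room temperature; 50 nM substrate starts the reaction, read immediately and at 10 min.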
POLH inh: inhibitors of human DNA polymerase eta; Q9Y253; recombinant Pol eta, fluorescent DNA replication assay; Potency, µM (titrated, usually from 114 µM), for the others: top-dose activity change, negative = inhibition, actives largely listed as inhibitors; 390,000 tested, 1.2% active; AID 588591; also: potency is read from the fitted curve at half-maximal effect; % is scaled to controls: 0 for no effect and ±100 for the full control effect
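Pol eta (10 nM) was preincubated with compounds for 15 min at room temperature, after which fluorescent replication substrate (50 nM final) was added to start the reaction. Fluorescence was read kinetically at 0 and 10 min.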
POLI inh: inhibitors of human DNA polymerase iota. 390,000 tested, 1% active. Potency, µM (titrated, usually from 115 µM), for inactives: top-dose activity, negative = inhibition, usual class: inhibitors. Pol iota fluorescent replication assay, 10 min. AID 588590; also: potency is read from the fitted curve at half-maximal effect
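Fluorescent replication assay read twice, at 0 min and 10 min after adding 50 nM (final) substrate. Enzyme (10 nM) and compounds were first incubated 15 min at room temperature; enzyme-free buffer wells were negative controls.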
Anesthetic bind: binds horse apoferritin like a general anesthetic; P02791; apoferritin/1-aminoanthracene competitive binding, fluorescence; Potency, µM (doses to about 77.5 µM), inactives show at the highest dose activity change, negative = displacement, usual class: inhibitors; 350,000 tested, 0.074% active; also: potency is read from the fitted curve at half-maximal effect; % is scaled to controls: 0 for no effect and ±100 for the full control effect; nearly all actives have a fitted effect of over 20% in size
Target sequence (P02791 2-175 limits assumed): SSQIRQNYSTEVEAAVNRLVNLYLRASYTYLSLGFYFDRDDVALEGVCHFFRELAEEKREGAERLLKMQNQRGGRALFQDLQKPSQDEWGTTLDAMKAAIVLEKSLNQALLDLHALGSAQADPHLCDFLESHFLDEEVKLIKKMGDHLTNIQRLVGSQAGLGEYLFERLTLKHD
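Steps: apoferritin (10 uM) was premixed with half-saturated 1-AMA in PBS, compounds were pin-transferred, plates stood 10 min at room temperature, fluorescence was read at 380/535 nm, and curves were fitted with a Hill equation.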
LDHA inh: LDHA (human) enzyme inhibition | P00338 | 480,000 tested, 0.15% active | purified LDHA, NADH/diaphorase-resazurin fluorescence; hits give low values | AID 1347041 | activity change, % (values are at about 110 or 230 µM); in the data active = activity change below about -30%; inconclusive = mostly about -25% to -30%;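 also: plate controls were DMSO wells for no effect and wells without enzyme for full effect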
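LDH5 2 nM; NADH 0.06 mM, pyruvate 0.2 mM; 200 mM Tris pH 7.4, EDTA, Tween-20; 5 min RT. Detection: diaphorase 0.133 mg/mL + resazurin 37 µM, fluorescence ex540/em590 at 0 and 20 min; normalized to enzyme-free and DMSO wells.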
GRP78 ERSR act: induces the endoplasmic reticulum stress response in human glioma cells; U87-MG GRP78 promoter luciferase reporter, 16 h; Potency, µM, without a hit: top-dose activation, usual class: activators; 420,000 tested, 0.02% active; AID 602332; also: potency is read from the fitted curve at half-maximal effect; series mostly up to about 76 µM; % of control where 0% means no effect; nearly all actives have a fitted effect of over 35% in size
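Stably transfected U87-MG human glioma cells carrying a GRP78-based luminescent sensor were seeded at 1000 cells/well, pin-dosed with compounds and incubated 16 h. Luciferase reagent was then added, and end-point luminescence was read after 10 min at room temperature.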
BLM helicase inh: blocks DNA unwinding by human BLM helicase | P54132 | recombinant BLM DNA unwinding, fluorescence dequenching | Potency, µM (top dose mostly 56.1 µM), for the others: top-dose activity change, negative = inhibition, actives largely listed as inhibitors | 350,000 tested, 0.2% active | AID 2528;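 also: potency is read from the fitted curve at half-maximal effect; plate controls were vehicle for no effect and no enzyme for full effect; nearly all actives have a fitted effect of over 35% in size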
APEX1 inh: APE1 (human) endonuclease inhibition; P27695; AID 2517; recombinant APE1, TAMRA/BHQ-2 abasic DNA cleavage fluorescence; Potency, µM (highest dose often 65.8 µM), without a hit: at the top dose activity change, negative = inhibition, most hits filed as inhibitors; 350,000 tested, 0.35% active;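 also: potency is read from the fitted curve at half-maximal effect; plate controls were vehicle for no effect and reference inhibitor for full effect; nearly all actives have a fitted effect of over 55% in size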
Target sequence (P27695 whole entry, looked up): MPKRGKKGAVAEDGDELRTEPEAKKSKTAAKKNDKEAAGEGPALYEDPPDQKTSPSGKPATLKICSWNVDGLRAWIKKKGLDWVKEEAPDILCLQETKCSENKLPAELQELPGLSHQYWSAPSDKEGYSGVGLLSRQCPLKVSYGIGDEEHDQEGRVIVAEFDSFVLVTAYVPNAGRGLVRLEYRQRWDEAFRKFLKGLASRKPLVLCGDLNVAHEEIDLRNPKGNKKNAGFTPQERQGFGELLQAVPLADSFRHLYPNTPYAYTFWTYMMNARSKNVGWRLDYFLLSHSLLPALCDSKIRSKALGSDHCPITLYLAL
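Activity was derived from the fluorescence gain between first and third kinetic reads (60 s intervals, ex 525/em 598 nm) after 50 nM THF-abasic TAMRA/BHQ-2 duplex was added to 0.75 nM APE1 preincubated 15 min with compound.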
* = called active by the depositor; ? = inconclusive; · = no result given; & = joins results of further samples; [ ] = dose if it differs, or a comment. Unless noted, calls follow the shape of the dose curve; as a rule, active = well fitted curve in the direction sought with a large enough effect; inconclusive = small, poorly fitted or top-dose-only effect, or another doubt; inactive = no such curve, though single readings can be large; an effect the other way counts as inactive or inconclusive.

SMILES	POLK inh	POLB inh	POLH inh	POLI inh	Anesthetic bind	LDHA inh	GRP78 ERSR act	BLM helicase inh	APEX1 inh
CCC(=O)c1cn(CC(=O)NCc2cccnc2)c2ccccc12	-2.0%	21.0%	-10.8%	0.6%	-2.8%	-1.4	-3.5%	1.1%	-4.2%
CS(=O)(=O)Nc1ccccc1N=C(c1ccccc1)c1ccccc1	-3.4%	35.9%	-19.4%	37.7%[activator]	?	0.8	-5.4%	-6.6%	-10.4%
CCN(CC)S(=O)(=O)c1ccc2c(c1)nc(SCC(=O)N(C)C1CCS(=O)(=O)C1)n2CC (stereo not given)	-6.9%	·	-4.6%	19.2%	·	-3.1	-0.9%	·	44.0%
COC(=O)c1ccccc1NC(=O)CCCn1nc([N+](=O)[O-])cc1C	-41.1%	14.5%	-4.2%	15.5%	-11.2%	-0.7	-4.6%	0.6%	2.0%
CC1=C(C(=O)OC2CCCCCC2)C(c2ccccc2Cl)CC(=O)N1 (stereo not given)	-22.3%	-10.6%	-12.9%	5.9%	-9.8%	-8.6	1.5%	-0.5%	·
Fc1cccc(CN(C2=NCCN2)c2c(Cl)cccc2Cl)c1	-16.8%	·	0.6%	?	·	-13.9	-3.6%	·	10.4%
COc1ccc(Oc2nc(-c3ccccc3)ncc2C(=O)O)cc1	-10.0%	27.1%	-8.3%	52.7%[activator]	-3.4%	-0.9	-4.4%	1.8%	2.4%
CCCn1c(NC(=O)c2cccc(S(=O)(=O)N3CCCC3)c2)nc2ccccc21	-13.3%	4.4%	-14.3%	-6.3%	134.5%[activator]	1.8	-7.4%	-7.6%	-5.2%
CN(C)S(=O)(=O)N1CCC(Oc2ccc(C(=O)NCCc3cscn3)cc2)CC1	-9.6%	22.8%	-18.8%	38.8%[activator]	-7.5%	-5.0	-3.8%	-3.1%	8.4%
C=CCn1c(COc2ccc(Cl)cc2)nnc1SCc1ccc(C#N)cc1	-10.3%	1.1%	-2.5%	-17.1%	-18.0%	2.5	-2.1%	-0.9%	-0.8%
O=C(CSc1nnc(NC(=O)C2CC2)s1)Nc1ccc(F)cc1	-11.4%	5.5%	-8.2%	-0.1%	-0.2%	-1.6	-1.2%	-5.9%	-5.5%
Cc1ccc(S(=O)(=O)N2CCCCCC2)cc1C(=O)Nc1cccnc1	-8.5%	1.6%	-20.9%	26.6%	-12.3%	-2.2	-5.8%	-4.8%	-10.0%
Cc1cc(C)n(-c2nc3cc(Cl)ccc3nc2Nc2ccc(C)c(F)c2)n1	0.0%	2.3%	-5.3%	0.0%	8.1%	-5.1	-1.8%	1.0%	·
Cc1nc2c(c(SCC(=O)Nc3ccccc3C(F)(F)F)n1)CCC2	8.5%	23.6%	12.6%	15.8%	-9.6%	-3.9	-2.9%	-1.8%	·
COc1ccc(C2C(C(N)=O)=C(C)Nc3nc(-c4cccc(Cl)c4)nn32)cc1OC (stereo not given)	-24.5%	-2.2%	9.9%	52.3%[activator]	-9.8%	-3.9	-4.5%	-6.5%	2.9%
Cc1c(C(=O)Nc2cccc(-c3nc4ccccc4s3)c2)oc2ccc(F)cc12	-3.8%	5.1%	2.6%	-9.1%	59.2%[activator]	-8.8	-2.2%	-2.0%	·
COc1cccc(NC(=O)CSc2nnc(C3CCCCC3)n2N)c1	-1.7%	·	2.1%	-6.7%	·	0.3	-0.7%	·	20.8%
OCCC1CN(Cc2ccc(F)cc2Cl)CCN1CCc1ccccc1 (stereo not given)	-1.0%	24.5%	2.1%	-4.3%	-8.3%	-5.3	-0.8%	-6.2%	23.3%
CCCCn1c(N)c(N(CC(C)C)C(=O)c2cnccn2)c(=O)[nH]c1=O	-13.3%	·	-10.0%	41.1%[activator]	·	-3.1	2.6%	·	-2.9%
CCN(CC)S(=O)(=O)c1cccc(NC(=O)CN2C(=O)NC3(CCC(C)CC3)C2=O)c1 (stereo not given)	-8.8%	·	-12.2%	24.6%	·	-1.1	-2.2%	·	13.0%
CCOc1ccc(CCNC(=O)c2cccc(-n3c(C)nc4cccnc43)c2C)cc1	2.5%	0.0%	-17.4%	47.1%[activator]	-6.0%	2.2	-3.2%	1.3%	·
CO/N=C\Cc1oc(=O)c(NC(=O)c2ccccc2)cc1C(=O)OC	-16.3%	9.2%	-12.8%	19.5%	-11.9%	16.3	-4.0%	-7.2%	18.6%
C=CCN=C(NC#N)SCC(=O)NCc1ccccc1	-17.5%	5.2%	0.7%	10.0%	-19.7%	-4.8	-1.2%	-2.0%	-5.9%
CCN=C1SC(CC(=O)Nc2ccc(C)cc2)C(=O)N1CC (stereo not given)	8.1%	3.1%	-5.1%	-4.5%	-1.9%	-9.4	-4.5%	-0.8%	-2.7%
Cc1cc(NC(=O)CN2C(=O)NC(CCc3ccccc3)C2=O)no1 (stereo not given)	1.2%	-10.5%	-11.1%	6.9%	-20.5%	-5.4	-1.9%	-2.7%	0.5%
CSCc1cc(N(C)C)nc(SCc2ccc(Cl)cc2Cl)n1	-1.8%	1.9%	-15.1%	-1.4%	-1.3%	-9.9	-0.7%	-8.6%	6.4%
O=C1c2cccc3cccc(c23)C(=O)N1CCCSc1ncn[nH]1	15.5%	38.4%	-4.3%	-10.3%	-15.8%	0.5	-0.8%	8.1%	14.7%
CN(C(=O)c1cccnc1)c1nnc(-c2cnccn2)s1	-0.4%	55.6%	-3.7%	7.4%	-11.5%	-6.2	2.6%	0.2%	-2.0%
CC(=O)Nc1ccc(NC(=O)c2cc[n+]([O-])cc2)cc1	-0.2%	18.2%	-5.9%	-9.7%	-5.4%	-1.6&-4.0	-4.2%	-3.2%	24.1%
CC1Cc2cc(/C(O)=C3/C(=O)C(=O)N(CCN4CCOCC4)C3c3ccc(N(C)C)cc3)ccc2O1 (stereo not given)	-10.6%	20.6%	-1.7%	15.8%	-2.6%	-2.6	-4.7%	0.9%	9.7%
COc1cc2ccccc2cc1C(=O)Nc1cc(-c2nc3ccccc3o2)ccc1C	3.0%	-0.9%	-11.5%	-2.9%	-9.5%	-3.0	-0.4%	-1.8%	·
Cc1cccc(Cc2cnc(NC(=O)C3Cc4ccc(C)cc4C(=O)O3)s2)c1 (stereo not given)	-0.1%	6.8%	-7.4%	?	-3.6%	-6.1	-0.3%	3.5%	·
CN(CC(=O)Nc1ccccc1C(F)(F)F)C(=O)C1CC1	-9.8%	·	0.4%	13.5%	·	-9.0	-1.1%	·	7.9%
CCOc1cccc(C2C=C(c3ccc4c(c3)OCO4)NC(c3ccccc3F)N2)c1O (stereo not given)	-17.9%	·	·	?	·	-2.3	?	·	·
CCN(Cc1nc2cc(Cl)ccc2c(=O)[nH]1)C(=O)COc1ccccc1Cc1ccccc1	-7.5%	·	-20.3%	31.4%[activator]	·	-1.2	8.3%	·	-20.5%
Cc1ccc(S(=O)(=O)N2CCN(C(=O)CSc3ccc(F)cc3)CC2)cc1	-3.9%	-8.7%	-5.4%	14.4%	4.4%	-2.8	-2.9%	-0.4%	54.1%[activator]
O=C(Nc1ccc(S(=O)(=O)N2CCCc3ccccc32)cc1)C1CCCO1 (stereo not given)	-4.7%	-15.3%	-7.6%	-3.9%	9.1%	4.1	-6.3%	-9.4%	1.5%
O=C(NNc1ccc(F)cc1F)c1c(F)cccc1Cl	-10.4%	-25.2%	-15.8%	56.8%[activator]	-8.8%	-5.6	-0.8%	-5.0%	0.9%
Cc1ccsc1-c1ccnc(-n2cccc2)n1	0.8%	1.7%	-14.1%	2.5%	169.9%[activator]	0.9	-2.0%	-13.2%	-1.2%
N/C(=N\OC(=O)c1cccc2ccccc12)c1ccc(Br)cc1	-8.8%	14.5%	?	-1.8%	-12.5%	1.6	1.1%	-4.3%	6.2%

Exported as a markdown table: part of the list above
| Compound | POLK inh | POLB inh | POLH inh | POLI inh | Anesthetic bind | LDHA inh | GRP78 ERSR act | BLM helicase inh | APEX1 inh |
| --- | --- | --- | --- | --- | --- | --- | --- | --- | --- |
| O=C(Nc1ccc(S(=O)(=O)N2CCCc3ccccc32)cc1)C1CCCO1 (stereo not given) | -4.7% | -15.3% | -7.6% | -3.9% | 9.1% | 4.1 | -6.3% | -9.4% | 1.5% |
| CCOc1cccc(C2C=C(c3ccc4c(c3)OCO4)NC(c3ccccc3F)N2)c1O (stereo not given) | -17.9% | · | · | ? | · | -2.3 | ? | · | · |
| O=C(NNc1ccc(F)cc1F)c1c(F)cccc1Cl | -10.4% | -25.2% | -15.8% | 56.8%[activator] | -8.8% | -5.6 | -0.8% | -5.0% | 0.9% |

Later entries.
SMILES	POLK inh	POLB inh	POLH inh	POLI inh	Anesthetic bind	LDHA inh	GRP78 ERSR act	BLM helicase inh	APEX1 inh
COC(=O)c1ccc(CSc2nnc(N)s2)o1	-7.4%	4.0%	0.1%	150.8%[activator]	-5.8%	-5.8	1.2%	-5.8%	15.8%
CC(=O)c1cccc(NC(=O)C(Cc2ccccc2)NS(=O)(=O)c2ccc(Br)s2)c1 (stereo not given)	15.9%	4.9%	-4.2%	12.5%	?	5.7	-3.9%	-3.0%	·
CCN=C1SC(C(=O)Nc2cc(Cl)cc(Cl)c2)CC(=O)N1CC (stereo not given)	-2.3%	-22.6%	-2.5%	115.8%[activator]	-2.2%	-5.9	-5.4%	-5.7%	5.7%
COc1cc2cc(CN(CCc3cccc(C)c3)C(=S)NCCCN3CCOCC3)c(=O)[nH]c2cc1OC	-14.2%	-10.1%	-21.3%	21.4%	-12.4%	-5.9	-2.0%	-7.1%	2.9%
Cc1cc(C)nc(NC(=NCCc2c[nH]c3ccccc23)NC(=O)Nc2cccc([N+](=O)[O-])c2)n1	-3.6%	13.4%	-10.3%	1.5%	8.7%	1.9	-2.1%	1.2%	12.2%
CC(C)CCNC(=O)N1CCN(S(=O)(=O)c2ccc3c(ccn3C)c2)CC1	-7.7%[60.1 µM]	1.4%	-9.5%	11.1%	-18.1%	0.1	-2.3%	2.2%	·
Cc1ccc(NC(=O)c2ncn(CCCNCc3ccc4c(c3)OCO4)n2)cc1C	-7.9%	·	-1.1%	-5.6%	·	-3.3	-2.7%	·	·

Compound activity (PubChem)

These rows are one share of the data, so the mix of outcomes need not match the whole.
